CXCR6 inh = CXCR6 (human) receptor inhibition; inhibition, % at 20 µM; CHO-K1 PathHunter CXCR6 beta-arrestin, luminescence; 360,000 compounds, 0.36% hits; in the data active = inhibition above about 34%, passing the limit was not always enough;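 note: antagonist mode with CXCL16 agonist at 10 nM final; 0% = 10 nM CXCL16 with DMSO and 100% = unstimulated wells without agonist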
ATG4B inhibitor = ATG4B (human) cysteine protease inhibition. ATG4B cleavage of LC3-PLA2, NBD-HPC fluorescence, 1 h. AID 504462. Q9Y4P1. inhibition, % at 8.33 µM. 340,000 compounds, 0.51% hits; in the data active = inhibition above about 40%
EBI2 antag = EBI2 (human) antagonism; 360,000 compounds, 0.81% hits; EBI2 beta-arrestin recruitment, luminescence, 7a,25-OHC stimulated; inhibition, % at 5 µM; AID 651636; P32249; in the data active = inhibition above about 38%;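 note: enzyme fragment complementation signal reports receptor beta-arrestin coupling in cells; 0% = agonist plus DMSO wells and 100% = wells without agonist; some results beyond the cut were filed as inactive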
Gli-Sufu block = blocks Gli-Sufu signaling in a luciferase reporter. Sufu-KO-LIGHT fibroblasts, Gli luciferase reporter luminescence. inhibition, % at 5 µM. 340,000 compounds, 0.74% hits. AID 588413;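 active = inhibition above about 55%, limit read from the data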;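 note: 0% = DMSO-treated cells and 100% = wells with medium but no cells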
APJ antag = blocks the human apelin receptor APJ; 330,000 compounds, 0.32% hits; CHO-K1 APJ beta-arrestin complementation, luminescence; inhibition, % at 20 µM; P35414;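 active = inhibition above about 40% at 20 µM, limit read from the data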;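 note: cells challenged with 10 nM apelin-13 agonist together with compound; plate controls were apelin-13 plus DMSO wells for no effect and DMSO wells lacking apelin-13 for full effect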
Target sequence (P35414 whole entry, looked up): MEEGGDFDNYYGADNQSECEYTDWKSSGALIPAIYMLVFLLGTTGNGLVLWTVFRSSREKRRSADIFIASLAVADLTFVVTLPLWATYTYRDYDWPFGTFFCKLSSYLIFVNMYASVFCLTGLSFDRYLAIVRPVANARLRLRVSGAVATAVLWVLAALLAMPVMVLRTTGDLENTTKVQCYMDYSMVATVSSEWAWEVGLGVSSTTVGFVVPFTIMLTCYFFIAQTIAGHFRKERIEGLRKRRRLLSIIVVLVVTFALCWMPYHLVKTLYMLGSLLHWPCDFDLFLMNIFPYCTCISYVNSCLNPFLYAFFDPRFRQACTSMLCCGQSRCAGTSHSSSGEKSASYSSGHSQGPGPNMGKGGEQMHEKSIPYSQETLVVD
APJ ag = APJ receptor agonism | P35414 | CHO-K1 APJ PathHunter beta-arrestin, luminescence; 0% DMSO wells, 100% apelin | activation, % at 20 µM | 330,000 compounds, 0.11% hits | AID 2520;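 active = activation more than six SD over the plate average, tested at 20 µM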;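 note: 0% = DMSO alone and 100% = apelin-13 at 10 nM; some results filed as inactive read as strong as hits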
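Test system: CHO-K1 APJ beta-arrestin complementation cell line. Amount: cell density 1000 per well. Controls: DMSO negative, 10 nM Apelin-13 positive. Signal: luminescent beta-gal fragment complementation, chemiluminescent substrate. Read-out basis: agonist-driven arrestin binding to APJ. Timing: compound stimulation 90 min at 25 °C, detection 60 min.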
UBC13 polyUb = human UBC13 polyubiquitination inhibition. P61088. UBC13 polyubiquitin chain formation, TR-FRET. inhibition, % at 20 µM. 330,000 compounds, 0.47% hits. AID 485273; in the data active = inhibition above about 45%, passing the limit was not always enough; inconclusive = no clear call, values can overlap the other calls
Target sequence (P61088 whole entry, looked up): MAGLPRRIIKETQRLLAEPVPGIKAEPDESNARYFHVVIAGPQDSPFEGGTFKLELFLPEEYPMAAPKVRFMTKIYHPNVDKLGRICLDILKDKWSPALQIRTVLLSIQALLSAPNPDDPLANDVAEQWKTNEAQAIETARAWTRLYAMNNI
CCR6 antagonist = antagonists of human CCR6 receptor; P51684; 340,000 compounds, 0.49% hits; inhibition, % at 20 µM; CHO-K1 CCR6 PathHunter beta-arrestin, luminescence, CCL20-stimulated; AID 493098;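 active = compounds whose inhibition of the agonist-driven luminescence signal at 20 µM reaches about 50%, limit read from the data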;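 note: cells stimulated with CCL20 at 14 nM final; plate controls were DMSO with CCL20 for no effect and DMSO without agonist for full effect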
Target sequence (P51684 whole entry, looked up): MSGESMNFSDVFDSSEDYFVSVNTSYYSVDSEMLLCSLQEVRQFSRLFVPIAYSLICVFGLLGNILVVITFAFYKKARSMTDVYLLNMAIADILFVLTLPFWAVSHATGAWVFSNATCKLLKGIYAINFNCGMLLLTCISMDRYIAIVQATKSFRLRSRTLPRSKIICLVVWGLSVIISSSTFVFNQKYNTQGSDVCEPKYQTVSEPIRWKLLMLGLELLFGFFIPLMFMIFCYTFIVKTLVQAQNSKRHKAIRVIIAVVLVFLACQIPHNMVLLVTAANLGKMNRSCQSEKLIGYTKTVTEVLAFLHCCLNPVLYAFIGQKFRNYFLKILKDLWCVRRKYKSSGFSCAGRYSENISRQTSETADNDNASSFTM
Numbers without * were called inactive; ? = inconclusive; · = no result given. Compounds were not picked by outcome; overall some 3% were active at least once.

Each structure is followed by: CXCR6 inh | ATG4B inhibitor | EBI2 antag | Gli-Sufu block | APJ antag | APJ ag | UBC13 polyUb | CCR6 antagonist
> CCCCS(=O)CC(CS(=O)CCCC)OC(=O)c1ccc(C)cc1 (configuration not stated)
  -1 | -1 | -1 | 7 | -4 | -2 | -6 | -4
> Cc1cc(O)ccc1N1C(=O)c2cccc3cc([N+](=O)[O-])cc(c23)C1=O
  -12 | -1 | -12 | -4 | -18 | 5 | -9 | -36
> CC(=O)/C(N=Nc1cccc(C(F)(F)F)c1)=C(\C)O
  -2 | -3 | 3 | 6 | 7 | -3 | -6 | 13
> COc1ccc(OC)c(NC(=O)c2ccc(NC(C)=O)cc2)c1
  1 | 0 | 10 | 3 | -11 | -3 | 1 | 16
> CCN(CC)CC(=O)NC1CC(C)(C)Cc2c1cnn2-c1ccc(F)cc1 (configuration not stated)
  10 | 2 | -2 | 9 | 18 | -4 | 11 | 4
> O=c1oc2ccccc2c(Nc2cccc3ccccc23)c1[N+](=O)[O-]
  20 | 4 | 3 | 13 | 36 | 0 | -22 | 30
> Cc1c(S(=O)(=O)N2CCCC2)c(=O)n(C)c(=O)n1C
  -5 | 1 | -2 | -9 | 22 | -3 | 0 | 3
> Cc1ccc(NC(=O)c2ccc(S(=O)(=O)N3CC(C)CC(C)C3)cc2)cc1S(=O)(=O)N1CCOCC1 (configuration not stated)
  8 | -12 | 17 | -3 | · | · | · | 4
> C=C(C)c1cccc(C(C)(C)NC(=O)N2CCN(c3ccccc3OC)CC2)c1
  -1 | -5 | 4 | -4 | -3 | 0 | 1 | 4
> O=S(=O)(Nc1cc(F)ccc1F)c1cccc2nsnc12
  4 | -3 | 1 | -3 | 5 | -5 | 1 | 14
> COc1ccccc1CCNC(=O)Cn1ccc2cc(S(=O)(=O)N3CCCC3)ccc21
  3 | -6 | -15 | -1 | 4 | -4 | 2 | 12
> COc1cc(C(=O)O)c2ccccc2n1
  -4 | 4 | -4 | -2 | -20 | -2 | -9 | 9
> Cc1cccc(NC(=O)CSCc2cc(=O)n3c(C)csc3n2)c1C
  5 | 11 | 7 | -7 | 2 | -2 | 0 | 7
> COc1ccc(/C=C2\COc3ccccc3C2=O)cc1OC
  2 | 5 | 3 | -6 | 14 | 1 | 9 | 22
> O=C(NNC(=S)NC1CCCCC1)c1ccccc1Cl
  10 | -1 | 1 | -26 | 32 | -5 | -5 | 35

Single records, from the list above. Screens in order: CXCR6 inh | ATG4B inhibitor | EBI2 antag | Gli-Sufu block | APJ antag | APJ ag | UBC13 polyUb | CCR6 antagonist
COc1ccc(OC)c(NC(=O)c2ccc(NC(C)=O)cc2)c1 is entered as 1 | 0 | 10 | 3 | -11 | -3 | 1 | 16
Cc1cc(O)ccc1N1C(=O)c2cccc3cc([N+](=O)[O-])cc(c23)C1=O is entered as -12 | -1 | -12 | -4 | -18 | 5 | -9 | -36
COc1ccc(/C=C2\COc3ccccc3C2=O)cc1OC is entered as 2 | 5 | 3 | -6 | 14 | 1 | 9 | 22
Cc1c(S(=O)(=O)N2CCCC2)c(=O)n(C)c(=O)n1C is entered as -5 | 1 | -2 | -9 | 22 | -3 | 0 | 3
CCCCS(=O)CC(CS(=O)CCCC)OC(=O)c1ccc(C)cc1 (configuration not stated) is entered as -1 | -1 | -1 | 7 | -4 | -2 | -6 | -4

Further structures follow:
Each structure is followed by: CXCR6 inh | ATG4B inhibitor | EBI2 antag | Gli-Sufu block | APJ antag | APJ ag | UBC13 polyUb | CCR6 antagonist
> Cc1nc(CNS(=O)(=O)c2ccc3ccccc3c2)cs1
  -7 | 4 | 1 | -6 | 12 | -6 | 0 | -7
> O=C(CCNS(=O)(=O)c1ccc(Br)cc1)NCc1cccs1
  1 | -7 | 3 | -6 | 2 | -3 | -1 | 8
> FC(F)(F)c1ccc(Cl)c(NC(=S)N/N=C/c2ccccc2Cl)c1
  8 | -2 | 23 | 4 | 11 | -5 | 0 | 1
> Cn1c(SCc2nnc3n2CCCCC3)nc2ccccc21
  -4 | -9 | -10 | 0 | 7 | 2 | 2 | -6
> O=C(OCC(=O)N1CCC(Cc2ccccc2)CC1)c1ccccc1O
  6 | 3 | 13 | -10 | 1 | -2 | 5 | 22
> CC(=O)N(C)c1ccc(NC(=S)Nc2cccc3ccccc23)cc1
  -11 | 7 | 13 | 7 | -59 | 5 | -32 | 6
> COc1ccc2c(c1OC)C(=O)OC2N1C(=O)CC[C@H]1C(=O)NCC1CCCO1 (some centres not stated)
  6 | -19 | -1 | 1 | 4 | -3 | 4 | -3
> CN(C)S(=O)(=O)c1ccc2c(c1)nc(CCC(=O)NCCc1ccc(Cl)cc1)n2C
  4 | -3 | -2 | 22 | 11 | -5 | -2 | 13
> Clc1ccc(Cn2ccc(C3CC3)n2)cc1
  -6 | -32 | 20 | -23 | 11 | -1 | 7 | 7
> COc1cc(SC)ccc1C(=O)OCC(=O)NCCC1=CCCCC1
  6 | 7 | 3 | -8 | -24 | -7 | 3 | 22
> Cc1cccc(Nc2nc(OCC#N)nc(N(C)C)n2)c1
  8 | -5 | 1 | -9 | 3 | -2 | 6 | 1
> O=C(O)CCCC(=O)Nc1ccccc1SCCS(=O)(=O)c1ccc(Cl)cc1
  -1 | -5 | -11 | 3 | · | · | · | 7
> Cc1cc(C(=O)NNc2ccc(Cl)cc2)no1
  8 | -3 | 13 | 0 | 24 | -6 | 2 | 18
> COc1ccc(NC(=O)c2cc(SC)ccc2Cl)cc1
  -3 | -1 | -6 | -13 | -11 | 2 | 10 | 3
> O=C(/C=C/c1ccccc1)N1CCC[C@H]1CO
  -4 | -1 | 7 | -4 | 1 | -4 | 5 | 0

Ordered by SMILES length (smallest number first): part of the list above
Each structure is followed by: CXCR6 inh | ATG4B inhibitor | EBI2 antag | Gli-Sufu block | APJ antag | APJ ag | UBC13 polyUb | CCR6 antagonist
> Clc1ccc(Cn2ccc(C3CC3)n2)cc1
  -6 | -32 | 20 | -23 | 11 | -1 | 7 | 7
> O=C(/C=C/c1ccccc1)N1CCC[C@H]1CO
  -4 | -1 | 7 | -4 | 1 | -4 | 5 | 0
> CN(C)S(=O)(=O)c1ccc2c(c1)nc(CCC(=O)NCCc1ccc(Cl)cc1)n2C
  4 | -3 | -2 | 22 | 11 | -5 | -2 | 13

Other entries.
Each structure is followed by: CXCR6 inh | ATG4B inhibitor | EBI2 antag | Gli-Sufu block | APJ antag | APJ ag | UBC13 polyUb | CCR6 antagonist
> COC(=O)c1sc2nc(C)cc(-c3ccccc3)c2c1N
  -4 | -14 | 5 | -5 | -15 | -3 | 19 | 2
> O=C(NCc1ccccc1Cl)c1ccccc1Oc1ccccc1
  12 | 53* | 20 | 7 | 7 | -3 | -5 | 30
> O=C(Nc1nc(-c2ccc3c(c2)OCCO3)cs1)c1ccc(S(=O)(=O)N2CCCCC2)cc1
  5 | -25 | 2 | -3 | 20 | -6 | -8 | 16
> S=c1[nH]nc(Cn2nnc3ccccc32)n1-c1ccc(Cl)cc1
  -4 | 5 | -3 | -3 | 5 | -1 | 5 | 1
> Cc1ccc(C(=O)NC2CCC(C)CC2)s1 (configuration not stated)
  1 | 7 | 3 | -93 | 20 | 0 | 0 | 11
> COc1cccc(C(=O)Nc2ccccc2C(=O)NC2CC2)c1
  -11 | 1 | 0 | -12 | 17 | -1 | -6 | 2
> O=C(CN1CCCN(Cc2ccc(F)cc2)S1(=O)=O)NC1CCCC1
  1 | -3 | -9 | -13 | -28 | 6 | -6 | 10
> CC(=O)C1=C(C)NC(SCC(=O)c2ccc(F)cc2)=C(C#N)C1CC(C)C (configuration not stated)
  -5 | 6 | 1 | -14 | 3 | 1 | ? | 6
> CC1(OC(=O)c2cccs2)C(=O)C=C2C=C(C3CC3)OC=C2C1=O (configuration not stated)
  0 | 10 | -18 | -7 | -4 | 0 | -30 | 12
> O=C(O)c1ccccc1NS(=O)(=O)c1cccc2cccnc12
  9 | -3 | 0 | -17 | 9 | -2 | -12 | -33
> Cn1c(C(=O)NCCCN2CCCC2=O)cc2c(=O)n(C)c3ccccc3c21
  -3 | 7 | -1 | -3 | -62 | -2 | 1 | -4
> O=C1c2ccccc2C(=O)N1CCOc1ccccc1
  4 | 2 | 1 | -62 | -18 | -1 | 1 | 11
> COCCNC(=O)CSc1ccccc1C(=O)NCC1CCCCC1
  0 | 7 | 1 | -2 | -11 | -1 | 3 | -11
> COc1ccccc1C(=O)Nc1ccc2nc(SCC(=O)N(C)C)sc2c1
  9 | -15 | -7 | -9 | -7 | -1 | 5 | 2
> Cc1nn(-c2ccccc2)c(C)c1CN
  3 | 3 | 5 | -3 | -7 | -2 | -3 | 14
> CN1CCN(c2ccccc2NC(=O)c2ccc(Br)o2)CC1
  -8 | 5 | 6 | 6 | -2 | -3 | -9 | 0
> Cc1cnc([N+](=O)[O-])n1CCOC(=O)c1cccc(F)c1
  -9 | 9 | -13 | 5 | 2 | -1 | 3 | -1
> CCOc1c(Br)cc(CNc2ncn[nH]2)cc1OC
  -11 | -8 | -14 | 1 | 18 | 1 | 0 | 7
> Nc1ncc(-c2ccccc2)c(-c2ccc(OCc3ccccc3)cc2O)n1
  2 | -5 | 20 | 7 | -12 | -1 | 12 | 3
> Fc1ccc(NC2=NCCCCC2)cc1
  -4 | -1 | -11 | -6 | 12 | -1 | 5 | 9
> Cc1ccc2c(c1)c1c(n2CC(O)Cn2nc(C)c(Br)c2C)C(=O)CCC1 (configuration not stated)
  -5 | -1 | 25 | -1 | 23 | -2 | 22 | 5
> COC(=O)CSc1nnc(CNC(=O)c2ccccc2OC)n1-c1ccc(OC)cc1
  -3 | -10 | -11 | 4 | 13 | -4 | 16 | 12
> Cc1cc(NC(=O)c2cc(C)on2)no1
  -8 | -7 | 5 | -3 | -33 | -5 | -8 | 0
> O=C(CCc1nc(-c2ccccc2F)no1)NCCN1CCOCC1
  -2 | 4 | 12 | 12 | 4 | -1 | -3 | 0
> CC(=O)c1ccc(-c2nnc(CCC(=O)N3CCCC(C(=O)CC(C)C)C3)o2)s1 (configuration not stated)
  10 | 7 | -12 | -16 | -25 | -1 | -9 | 0
> O=C(Nc1nnc(C2CC2)o1)c1ccc(S(=O)(=O)N2CCCc3ccccc32)cc1
  -2 | -2 | -5 | -2 | -44 | -2 | -43 | 1
> Cc1ccc(C)c(Cn2nnc(C(=O)Nc3ccc4c(c3)OCCO4)c2N)c1
  -5 | 55* | 3 | -32 | 12 | 8 | 1 | 11
> Oc1ccc(Cl)cc1CNc1nccs1
  -8 | 15 | -5 | -38 | 4 | -1 | 1 | 3
> CCN1CCN(c2ccc(S(=O)(=O)N3CCCCC3)cc2NC(=O)COc2ccccc2)CC1
  9 | -4 | 10 | 21 | -6 | 2 | 3 | 14
> CSCC[C@@H](C(=O)Nc1ccc2c(c1)OCCO2)N1Cc2ccccc2C1=O
  -5 | -6 | 0 | -16 | 13 | -1 | 2 | 7
> C/C(=C\C(=O)c1ccc(Br)cc1)NNC(=O)c1ccc(O)cc1
  12 | 4 | -2 | 35 | 38 | -2 | -12 | 42
> COc1cccc(-c2cc(C(=O)NCCCn3ccnc3)c3ccccc3n2)c1
  2 | -10 | 3 | 0 | 5 | -1 | 4 | 13
> O=C(NCC1CCN(c2ccc(S(=O)(=O)N3CCOCC3)cc2)CC1)c1cccc(Cl)c1
  5 | -11 | -2 | 11 | -5 | 4 | 3 | 10

Source: PubChem BioAssay
